PKM2 act = PKM2 (human) enzyme activation | actives 0.34% (n = 260,000) | P14618 | Potency, µM (series often up to 57.5 µM), for inactives: at the highest dose activation, hits mostly activators | purified PKM2, Kinase-Glo ATP luminescence, activation; response scale: 0% is enzyme alone, no compound; note: potency is the fitted concentration of half-maximal effect; % is set by controls: 0 for no effect and ±100 for the full control effect; nearly all actives have a fitted effect of over 55% in size
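Purified hPK-M2 (>95%) run at intermediate activity with 0.1 mM ADP and 0.5 mM PEP in 50 mM imidazole pH 7.2, KCl, MgCl2; 1 h room temperature. ATP formed read by Kinase-Glo luminescence; normalized to uninhibited and no-enzyme controls.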
S-ASM inh = human S-ASM enzyme inhibition. P17405. placental ASM, HMU-PC fluorogenic substrate, 60 min. Potency, µM (series often up to 57.5 µM), for the others: top-dose activity change, negative = inhibition, usual class: inhibitors. actives 0.006% (n = 340,000). AID 504937; note: potency is the fitted concentration of half-maximal effect
Target sequence (P17405 47-631 limits assumed): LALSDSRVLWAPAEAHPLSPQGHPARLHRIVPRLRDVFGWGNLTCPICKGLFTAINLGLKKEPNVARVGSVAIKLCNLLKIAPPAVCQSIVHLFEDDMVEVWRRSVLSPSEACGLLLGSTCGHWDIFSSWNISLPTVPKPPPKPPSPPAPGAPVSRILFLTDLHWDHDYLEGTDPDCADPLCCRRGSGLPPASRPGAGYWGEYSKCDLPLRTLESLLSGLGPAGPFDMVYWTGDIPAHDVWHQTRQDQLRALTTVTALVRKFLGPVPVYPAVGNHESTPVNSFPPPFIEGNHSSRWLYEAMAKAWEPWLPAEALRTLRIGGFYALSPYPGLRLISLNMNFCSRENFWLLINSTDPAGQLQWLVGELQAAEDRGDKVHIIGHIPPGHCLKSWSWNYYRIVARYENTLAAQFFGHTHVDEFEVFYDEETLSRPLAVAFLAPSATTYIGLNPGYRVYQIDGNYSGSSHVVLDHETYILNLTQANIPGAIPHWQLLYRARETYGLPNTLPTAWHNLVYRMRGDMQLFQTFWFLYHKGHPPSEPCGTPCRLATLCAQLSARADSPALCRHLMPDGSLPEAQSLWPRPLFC
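Human placenta-derived ASM preincubated with compound 10 min at room temperature, then reacted with 9 uM (final) fluorogenic HMU-PC substrate for 60 min at 37 C. Stop solution raises pH to 10; fluorescence read at Ex 386/Em 447 nm.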
Menin-MLL TR inh = menin-MLL binding inhibition, Texas Red mutant peptide; O00255; Menin + Texas Red MLL mutant peptide, fluorescence polarization; Potency, µM (titrated, usually from 61.6 µM), without a hit: at the top dose FP activity change, negative = inhibition, actives largely listed as inhibitors; actives 0.23% (n = 270,000); active = well fitted inhibition curve with a large enough effect in the polarisation, with a control signal flat, not every such curve was filed as active; inconclusive = small, poorly fitted or top-dose-only effect, or effect the other way, or a change in a side signal; inactive = no such curve, though single readings can be large or run the other way; the % refers to the polarisation; note: potency is the fitted concentration of half-maximal effect; % of control where 0% means no effect; many of its hits are not listed in these tables
GALK inhibitor = inhibitors of human galactokinase; Potency, µM (highest dose often 57.5 µM), without a hit: at the highest dose activity change, negative = inhibition, actives largely listed as inhibitors; actives 0.007% (n = 270,000); P51570; Purified GALK, Kinase-Glo residual ATP luminescence; note: potency is the fitted concentration of half-maximal effect; % is set by controls: 0 for no effect and ±100 for the full control effect
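ATP-depletion format; final 35 uM ATP, 100 uM D-galactose, 5 nM enzyme; pH 8.0 HEPES/Mg2+ buffer; 60 min RT; luminescence read 10 min after detection reagent.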
BCR signal inh = chronic active BCR signaling inhibition; ABC-DLBCL IkBa-CBG/CBR reporter, luminescence ratio, 4 h; Potency, µM (titrated, usually from 46.1 µM), without a hit: top-dose ratio change, negative = lower green/red ratio, most hits filed as inhibitors; actives 0.05% (n = 340,000); AID 493014; active = well fitted inhibition curve with a large enough effect in the signal ratio, with a control signal flat, not every such curve was filed as active; inconclusive = small, poorly fitted or top-dose-only effect, or effect the other way, or a change in a side signal; the % refers to the signal ratio;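 note: potency is the fitted concentration of half-maximal effect; plate controls were basal doxycycline-induced cells for no effect and cells given 10 µM MG132 for full effect; MG132 reads +100%, hits lower the ratio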
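TMD8 human ABC-DLBCL cells with doxycycline-inducible IκBα–green luciferase fusion and unfused red luciferase, in 0.5% FBS medium; compounds up to 46 uM, 4 h at 37C. Green/red luminescence ratio, filter-overlap corrected, fitted to concentration-response curves.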
MBNL1 CUG block = inhibitors of human MBNL1 binding to CUG repeat RNA; Potency, µM (top dose mostly 57.5 µM), for inactives: top-dose activity change, negative = inhibition, usual class: inhibitors; actives 0.036% (n = 280,000); AID 2675; Q9NR56; TR-FRET MBNL1-His/biotin-(CUG)12 binding, 665/545 ratio; active = well fitted inhibition curve with a large enough effect in the signal ratio, with a control signal flat, not every such curve was filed as active; inconclusive = small, poorly fitted or top-dose-only effect, or effect the other way, or a change in a side signal; inactive = no such curve, though single readings can be large or run the other way; the % refers to the signal ratio; note: potency is the fitted concentration of half-maximal effect; % is set by controls: 0 for no effect and ±100 for the full control effect
Target sequence (Q9NR56 whole entry, looked up): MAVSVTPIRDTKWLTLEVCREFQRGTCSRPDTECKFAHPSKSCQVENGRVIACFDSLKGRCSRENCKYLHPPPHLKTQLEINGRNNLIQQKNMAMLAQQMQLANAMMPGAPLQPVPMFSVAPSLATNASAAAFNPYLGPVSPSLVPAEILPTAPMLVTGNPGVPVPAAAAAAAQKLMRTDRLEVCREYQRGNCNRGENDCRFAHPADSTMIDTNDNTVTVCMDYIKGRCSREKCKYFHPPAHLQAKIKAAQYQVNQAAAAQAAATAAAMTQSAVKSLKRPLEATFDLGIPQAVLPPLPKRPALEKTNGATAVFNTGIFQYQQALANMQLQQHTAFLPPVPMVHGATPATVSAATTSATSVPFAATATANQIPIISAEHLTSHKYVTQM
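Inhibition of protein-RNA binding appears as loss of TR-FRET between terbium anti-His antibody on MBNL1-His and streptavidin-XL665 on biotin-(CUG)12. Activity is normalized to buffer-only and uninhibited-complex controls.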
USP2a block = blocks human ubiquitin-specific protease USP2a | Potency, µM (doses to about 38.3 µM), without a hit: top-dose activity change, negative = inhibition, actives largely listed as inhibitors | USP2 core, Ub-CHOP2 coupled fluorogenic reporter, 485/531 | actives 0.01% (n = 330,000) | O75604 | AID 463254;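 note: potency is the fitted concentration of half-maximal effect; plate controls were DMSO wells for no effect and full inhibition by NEM control for full effect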
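USP2 core (10nM final) preincubated 30min RT with compound in 20mM Tris-HCl pH 8.0, 2mM CaCl2, 2mM beta-mercaptoethanol, 0.05% CHAPS; 25nM Ub-CHOP2 plus 25nM reporter substrate added, fluorescence (Ex485/Em531) read after 60min.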
KCNH2 WT inh = KCNH2 (human, wildtype) channel inhibition; Q12809; activity change, % at 1.84 µM; U2OS, BacMam KCNH2, thallium flux FluxOr; hits give low values; actives 0.37% (n = 340,000);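 active = maximum activity change below -70%; inconclusive = maximum activity change between -70% and -50%; inactive = maximum activity change above -50%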; note: % is set by controls: 0 for no effect and ±100 for the full control effect
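U2OS cells transduced with wild-type KCNH2 virus are loaded with FluxOr dye for 45 min, and thallium flux is measured in kinetic reads before and after stimulation buffer. Rate constants are normalized to DMSO controls.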
TSHR antag = blocks TSH signaling through the human TSH receptor; P16473; TSHR-expressing cells, TSH-stimulated cAMP HTRF, 2 h; hits give low values; activity change, negative = inhibition, % at 11.5 µM; actives 0.2% (n = 330,000); AID 504810;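 active = activity change below a set negative limit, meaning inhibition stronger than a set level, cut at about -70% in these data; inconclusive = activity change between two set negative limits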; note: % is set by controls: 0 for no effect and ±100 for the full control effect
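Competitive HTRF cAMP read-out (cryptate anti-cAMP antibody, cAMP-d2; 30 min, room temperature) in freshly harvested TSHR cells. Compounds added before TSH at EC80 (4nM final), followed by 2 hours' incubation at 37 deg C.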
Mito fusion yeast = blocks mitochondrial division or promotes mitochondrial fusion; S. cerevisiae fusion-defective mutant growth rescue, CellTiterGlo 48 h; actives 0.23% (n = 320,000); Potency, µM (titrated, usually from 46.1 µM), inactives show top-dose growth rescue (activation), most hits filed as activators;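 note: potency is the fitted concentration of half-maximal effect; % of control where 0% means no effect; nearly all actives have a fitted effect of over 45% in size; temperature-sensitive fusion mutants such as fzo1-1 at 37 °C on non-fermentable ethanol glycerol medium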
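Yeast fusion mutant, YPEG (non-fermentable carbon), compound, 48 h at 37C non-permissive; CellTiterGlo added, 10 min RT, luminescence read. Rescued growth = division inhibition.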
Eya2 phos inh = Eya2 (human) phosphatase inhibition. O00167. recombinant Eya2, OMFP fluorescence dephosphorylation (OMFP is methylfluorescein phosphate). Potency, µM (titrated, usually from 76.9 µM), for inactives: top-dose activity, negative = inhibition, usual class: inhibitors. actives 0.006% (n = 330,000). AID 488837; note: potency is the fitted concentration of half-maximal effect; % is set by controls: 0 for no effect and ±100 for the full control effect
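Eya2 protein (added as 0.2 uM solution) was preincubated with compound for 10 min at ambient temperature in 50 mM HEPES pH 7.5, 50 mM NaCl, 5 uM MgCl2, 0.05% BSA, 1 mM DTT. OMFP (added at 50 uM) then reacted 10 min; fluorescence read at 485/525 nm.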
Numbers without * were called inactive; i = inactive; ? = inconclusive; nt = no result given; [ ] = dose if it differs, or a comment. Unless noted, calls come from the whole dose curve; as a rule, active = well fitted curve in the direction sought with a large enough effect; inconclusive = small, poorly fitted or top-dose-only effect, or another doubt; inactive = no such curve, though single readings can be large; an effect the other way counts as inactive or inconclusive. An excerpt; count on the stated rates, not on these rows.

SMILES | PKM2 act | S-ASM inh | Menin-MLL TR inh | GALK inhibitor | BCR signal inh | MBNL1 CUG block | USP2a block | KCNH2 WT inh | TSHR antag | Mito fusion yeast | Eya2 phos inh
CC(=O)c1ccc(N2CCN(C(=O)c3ccc(-c4ccccc4)cc3)CC2)cc1 | -4% | 13% | -17% | 15% | 9% | 16% | 4% | 1 | -23 | 8% | -1%
CCN(CCCNC(=O)C1CCN(S(=O)(=O)c2cccc3nonc23)CC1)Cc1ccccc1 | -6% | 1% | 10% | -2% | 1% | ? | 2% | 46 | -1 | -1% | 11%
COc1ccc(CCNC(=O)CCNC(=O)c2ccco2)cc1 | 0% | -1% | nt | -2% | 3% | -6% | 0% | 18 | 7 | -1% | -3%
O=C(Nc1ccc(Br)c(C(F)(F)F)c1)c1ccc(C(F)(F)F)cc1 | 2% | -2% | nt | nt | ? | -1% | 0% | 10 | ? | -26% | -11%
O=C(/C=C\NCC(=O)c1ccccc1)c1ccccc1 | -2% | -3% | -11% | -1% | 4% | -12% | -1% | 4 | 26 | 2% | -1%
CCOC(=O)C1=C(CSc2nc(-c3ccccc3)ccc2C#N)OC(N)=C(C#N)C1c1ccc(OC)cc1 (stereo unspecified) | 0% | 14% | 14µM* | nt | 6% | 34%[activator] | 5% | -11 | -6 | -1% | 2%
CCc1cccc2c(C(=O)C(NCCCOC)c3ccccc3)c[nH]c12 (stereo unspecified) | 0% | -2% | 5% | -3% | ? | -1% | 0% | 31 | -5 | -16% | -4%
CCN(CC(=O)Nc1ccc2c(c1)OCCO2)C(=O)c1ccc(S(=O)(=O)N(C)C)cc1 | nt | -1% | nt | nt | ? | nt | 1% | 0 | 18 | -2% | 18%
Cc1ccc2nc(-c3ccccc3Cl)cc(C(=O)Nc3cc(C)on3)c2c1 | 6% | -13% | -3% | -1% | ? | 7% | -12% | 0 | -1 | 21% | 18%
CS(=O)(=O)N1CCC(C(=O)NCc2ccc3c(c2)OCO3)CC1 | -8% | 3% | 14% | 2% | -5% | 6% | -1% | -3 | -1 | 1% | -8%
O=C1COc2ccc(S(=O)(=O)Nc3ccc(OC(F)(F)F)cc3)cc2N1 | nt | -8% | nt | -3% | 3% | 0% | 0% | -1 | -4 | 1% | -3%
O=C(N/N=C1/CC2C=CCC12)c1ccc(Br)o1 (stereo unspecified) | -4% | 4% | -8% | -4% | ? | -11% | -1% | -14 | -11 | 0% | -2%
Cc1cscc1NC(=O)/C=C/C(=O)O | -2% | 0% | nt | 2% | 5% | 3% | -2% | -1 | 1 | 1% | 2%
CCCNC(=O)Cn1cc(S(=O)(=O)N2CCCC2)c(S(=O)(=O)N2CCCC2)c1 | nt | 5% | nt | 7% | 1% | -5% | 3% | -25 | -11 | -3% | 0%
CCOc1cc2c(cc1/C=C(/C#N)c1ccc(C(=O)O)cc1)OCO2 | -2% | 0% | 8% | 4% | ? | 8% | 12% | i | -15 | 13% | 16%
COc1ccc(CNc2ncc(-c3cccc([N+](=O)[O-])c3)n2C)c(OC)c1OC | 9% | 1% | ? | 0% | -9% | ? | -1% | 7 | -4 | -11% | 1%
O=C(O)CCC(=O)N(Cc1cccs1)Cc1cccs1 | 1% | 3% | -2% | -1% | 25% | 0% | 1% | -1 | -3 | 1% | -8%
CCOC(=O)/C(C)=C1\NC(C)(C)Cc2ccccc21 | -17% | -3% | 1% | nt | 0% | -6%[11.5 µM] | 3% | 3 | -3 | 2% | -7%
Cc1ccc(C(=O)N2CCN(C)CC2)cc1S(=O)(=O)N1CCCCC1 | -3% | 4% | -12% | 5% | 1% | -7% | 1% | 5 | 18 | 1% | 5%
Cc1cc(N)n(-c2ccc(Oc3ccccc3)c(S(=O)(=O)O)c2)n1 | 18% | 3% | 32%[activator] | 1% | 0% | -7% | -5% | 6 | 9 | -7% | 16%
N#CCCC(CCC#N)C1=NCCc2ccccc21 | -4% | 2% | nt | 3% | 0% | -10% | 1% | 3 | 3 | 2% | 9%
Cc1ccc(C)c(NS(=O)(=O)c2ccc3[nH]c(=O)[nH]c3c2)c1 | -1% | 1% | nt | 4% | ? | 4% | 2% | -19 | -1 | 3% | 2%
O=S(=O)(c1ccc(Cl)cc1)n1ccc2cccnc21 | ? | 0% | 8% | 0% | -22% | -14% | -8% | 0 | -6 | 18% | -15%
Cc1nc(COc2cc3oc(=O)cc(C)c3cc2Cl)cs1 | 3% | 147%[activator] | 8% | -1% | 7% | -4% | -1% | 5 | 6 | 4% | -6%
O=C(COC(=O)c1ccccn1)Nc1nc(-c2ccccc2)cs1 | nt | -2% | 15% | -2% | -2% | -2% | -1% | -4 | 7 | 5% | -15%
SMILES | PKM2 act | S-ASM inh | Menin-MLL TR inh | GALK inhibitor | BCR signal inh | MBNL1 CUG block | USP2a block | KCNH2 WT inh | TSHR antag | Mito fusion yeast | Eya2 phos inh
COc1ccc(NC(=O)N2CCC(O)(c3cccnc3)CC2)c(OC)c1 | -15% | -1% | -8% | -3% | ? | -5% | 1% | 5 | 15 | -1% | -2%
O=C(NCC(=O)N(CC1CCCO1)C(C(=O)NC1CCCCC1)c1ccccc1)c1ccco1 (stereo unspecified) | -1% | -2% | -13% | -1% | -2% | 1% | -1% | nt | -15 | -1% | -2%
O=C(Nc1nnc(Cc2ccccc2)s1)c1ccccc1 | -3%[11.5 µM] | 6% | -14% | -3% | 3% | 11% | 0% | -9 | -14 | -2% | 2%
N=c1c(S(=O)(=O)c2ccc(Cl)cc2)cc2c(=O)n3ccccc3nc2n1CCN1CCOCC1 | 5% | 249%[activator] | -11% | -9% | -4% | ? | 2% | 2 | 2 | 3% | 0%
CC(CNS(=O)(=O)c1ccc2c(c1)CC(=O)N2C)c1ccccc1 (stereo unspecified) | nt | -1% | -4% | -3% | 12% | -3% | 4% | -4 | -1 | 0% | 11%
Cc1ccc(C(=O)NC2CCN(S(=O)(=O)c3ccccc3F)CC2)cc1 | -12% | 0% | -9% | 3% | -1% | -2% | -1% | -8 | -10 | 3% | -2%
O=c1cc2[nH]c3ccccc3c(=O)n2nc1-c1ccccc1 | 1% | 21% | -1% | -2% | ? | ? | 5% | 1 | -15 | -1% | -39%

5 successive compounds from above:
SMILES | PKM2 act | S-ASM inh | Menin-MLL TR inh | GALK inhibitor | BCR signal inh | MBNL1 CUG block | USP2a block | KCNH2 WT inh | TSHR antag | Mito fusion yeast | Eya2 phos inh
O=C(COC(=O)c1ccccn1)Nc1nc(-c2ccccc2)cs1 | nt | -2% | 15% | -2% | -2% | -2% | -1% | -4 | 7 | 5% | -15%
COc1ccc(NC(=O)N2CCC(O)(c3cccnc3)CC2)c(OC)c1 | -15% | -1% | -8% | -3% | ? | -5% | 1% | 5 | 15 | -1% | -2%
O=C(NCC(=O)N(CC1CCCO1)C(C(=O)NC1CCCCC1)c1ccccc1)c1ccco1 (stereo unspecified) | -1% | -2% | -13% | -1% | -2% | 1% | -1% | nt | -15 | -1% | -2%
O=C(Nc1nnc(Cc2ccccc2)s1)c1ccccc1 | -3%[11.5 µM] | 6% | -14% | -3% | 3% | 11% | 0% | -9 | -14 | -2% | 2%
N=c1c(S(=O)(=O)c2ccc(Cl)cc2)cc2c(=O)n3ccccc3nc2n1CCN1CCOCC1 | 5% | 249%[activator] | -11% | -9% | -4% | ? | 2% | 2 | 2 | 3% | 0%
